RNase H inhibition: RNase H inhibition, HIV 1 Gag Pol polyprotein, FRET biochemical assay, screening (AID 372); inhibition, % at 10 µM; hits with a dose series show IC50 in µM; actives 0.77% (n = 100,000); HIV-1 RT RNase H, FRET RNA/DNA substrate fluorescence; higher % means a stronger effect; in the data active = inhibition above about 50%
Numbers without * were called inactive. Only part of the results is shown (hit frequency here may not be typical).

SMILES | RNase H inhibition
CCCC1=NN2C(=N)/C(=C/c3ccc(-c4ccc(Cl)cc4Cl)o3)C(=O)N=C2S1 | 30%
Cc1ccc(N=Cc2ccc(Cl)c([N+](=O)[O-])c2)cc1I | 1%
NC(=O)c1ccccc1N=Cc1ccc([N+](=O)[O-])s1 | 25%
COc1cccc(-c2cc(C(=O)Nc3nc4ccc(Cl)cc4s3)c3ccccc3n2)c1 | 1%
O=C1CC(N2CCN(c3ccc(F)cc3)CC2)C(=O)N1c1cccc(Br)c1 (stereo unspecified) | 9%
O=C(N/N=C/c1cccc(O)c1O)c1ccc(-c2ccccc2)cc1 | 11%
Oc1ccc(Br)cc1CN1CCN(C2CCN(Cc3ccccc3)CC2)CC1 | 28%
Cc1ccc(N2C(=O)NC(=O)/C(=C\c3ccc(O)c(Br)c3)C2=O)cc1C | 23%
Cn1ccnc1SCN1C(=O)c2ccccc2C1=O | 0%
COc1cc(/C=C/C(=O)c2ccc(F)cc2)cc(OC)c1OC | 15%
NS(=O)(=O)c1ccc(NC(=S)Nc2ccccc2)cc1 | 4%
O=C(Oc1ccc(/C=C2/SC(=S)N(c3ccccc3)C2=O)cc1)c1cccc([N+](=O)[O-])c1 | 12%
Cc1cc(C(=O)N/N=C/c2ccccc2[N+](=O)[O-])n[nH]1 | 6%
O=C1CC(c2ccccc2)CC2=C1C(c1cc([N+](=O)[O-])ccc1Cl)Nc1ccccc1N2 (stereo unspecified) | 3%
Cc1ccc(C(C)NC(=O)c2ccccc2)c(C)c1 (stereo unspecified) | 2%
CCOC(=O)C1=C(O)/C(=C\c2ccc(CNC(=O)C(=O)Nc3ccccc3)o2)N=C1C | 22%
CN(Cc1ccccc1)C(=O)CN(c1ccc([N+](=O)[O-])cc1)S(=O)(=O)c1ccccc1 | 0%
Nc1cc(S(=O)(=O)Nc2ccccc2)ccc1Cl | 0%
O=C(Nc1cccc(C(F)(F)F)c1)c1cc([N+](=O)[O-])ccc1Cl | 7%
C=CCN(CC=C)C(=O)c1ccc(N2C(=O)c3ccccc3C2=O)cc1 | 0%
CC(=O)Nc1ccccc1NC(=O)c1cccc(F)c1 | 0%
O=C(CNc1n[nH]c(=O)[nH]c1=O)N/N=C/c1ccccc1O | 0%
O=C(/C=C/c1ccco1)Nc1scc(-c2cccs2)c1C(=O)O | 4%
CCN(CC)c1ccc(C=Nc2cc(Cl)cc(Cl)c2)c(O)c1 | 1%
CC(=O)Nc1ccc(S(=O)(=O)Nc2ccc(Oc3ccccc3)cc2)cc1 | 9%
Oc1c(CN2CCN(Cc3ccc4cccnc4c3O)CC2)ccc2cccnc12 | 6%
C/C(=N\N=C1\NC(=O)C(CC(=O)Nc2ccccc2C(F)(F)F)S1)c1ccccc1 (stereo unspecified) | 9%
COc1ccc(NC(=O)c2ccc(C)c([N+](=O)[O-])c2)cc1OC | 0%
COc1ccccc1NC(=O)CSc1nsc(SCC(=O)Nc2ccccc2OC)n1 | 36%
COc1ccccc1-c1cc(-c2ccccc2)nc(SC)c1C#N | 22%
CC1(C)CC1(C#Cc1ccccc1)C(=O)O (stereo unspecified) | 4%
C/C(=N\OCC(=O)N=Nc1c(O)n(CN2CCN(C)CC2)c2ccccc12)c1cccs1 | 7%
CCOC(=O)C1=C(C)NC(=S)NC1c1cc(Cl)c(O)c(OC)c1 (stereo unspecified) | 11%
COc1cccc(C2C(C(=O)OCC3CCCO3)=C(C)NC3=C2C(=O)CCC3)c1OC (stereo unspecified) | 2%
COc1ccc(N2C(=O)CC(NC3CCCC3)C2=O)cc1 (stereo unspecified) | 0%
Cc1oc(C(=O)O)cc1CSc1nc2ccccc2[nH]1 | 5%
CNc1cc([N+](=O)[O-])ccc1N/C=C\C(=O)c1ccc(F)cc1 | 12%
O=C(Nc1ccccc1)c1ccc(-c2ccccc2)cc1 | 11%
O=C1OC(c2ccc(F)cc2)=N/C1=C\c1ccc(Cl)cc1 | 12%
CCOc1cc(C=O)cc(I)c1OCc1ccc(C(=O)O)cc1 | 10%
Cc1ccc(N2C(=O)/C(=C/c3ccc(-c4cc(Cl)ccc4Cl)o3)C(=O)NC2=S)cc1 | 17%
C/C(=N\NS(C)(=O)=O)c1ccc(F)cc1 | 3%
O=C1C(Cl)=CC(=NS(=O)(=O)c2ccc(Cl)cc2)c2ccccc21 | 8%
COc1ccc(NS(=O)(=O)c2cc(C(=O)Nc3ccc(C(=O)O)cc3)ccc2C)cc1 | 5%
COc1cc(C2Nc3ccccc3NC3=C2C(=O)CC(c2ccccc2)C3)cc(OC)c1O (stereo unspecified) | 9%
Cc1ccc(N(CC(=O)Nc2ccc(F)cc2)S(C)(=O)=O)c(C)c1 | 14%
O=C1c2c(Cl)c(Cl)c(Cl)c(Cl)c2C(=O)N1c1ccc(Cl)c([N+](=O)[O-])c1 | 0%
CCCCOC(=O)CCN1C(=O)/C(=C\c2cccs2)SC1=S | 12%

24 successive records out of the list so far, for reference:
SMILES | RNase H inhibition
CC(=O)Nc1ccc(S(=O)(=O)Nc2ccc(Oc3ccccc3)cc2)cc1 | 9%
Oc1c(CN2CCN(Cc3ccc4cccnc4c3O)CC2)ccc2cccnc12 | 6%
C/C(=N\N=C1\NC(=O)C(CC(=O)Nc2ccccc2C(F)(F)F)S1)c1ccccc1 (stereo unspecified) | 9%
COc1ccc(NC(=O)c2ccc(C)c([N+](=O)[O-])c2)cc1OC | 0%
COc1ccccc1NC(=O)CSc1nsc(SCC(=O)Nc2ccccc2OC)n1 | 36%
COc1ccccc1-c1cc(-c2ccccc2)nc(SC)c1C#N | 22%
CC1(C)CC1(C#Cc1ccccc1)C(=O)O (stereo unspecified) | 4%
C/C(=N\OCC(=O)N=Nc1c(O)n(CN2CCN(C)CC2)c2ccccc12)c1cccs1 | 7%
CCOC(=O)C1=C(C)NC(=S)NC1c1cc(Cl)c(O)c(OC)c1 (stereo unspecified) | 11%
COc1cccc(C2C(C(=O)OCC3CCCO3)=C(C)NC3=C2C(=O)CCC3)c1OC (stereo unspecified) | 2%
COc1ccc(N2C(=O)CC(NC3CCCC3)C2=O)cc1 (stereo unspecified) | 0%
Cc1oc(C(=O)O)cc1CSc1nc2ccccc2[nH]1 | 5%
CNc1cc([N+](=O)[O-])ccc1N/C=C\C(=O)c1ccc(F)cc1 | 12%
O=C(Nc1ccccc1)c1ccc(-c2ccccc2)cc1 | 11%
O=C1OC(c2ccc(F)cc2)=N/C1=C\c1ccc(Cl)cc1 | 12%
CCOc1cc(C=O)cc(I)c1OCc1ccc(C(=O)O)cc1 | 10%
Cc1ccc(N2C(=O)/C(=C/c3ccc(-c4cc(Cl)ccc4Cl)o3)C(=O)NC2=S)cc1 | 17%
C/C(=N\NS(C)(=O)=O)c1ccc(F)cc1 | 3%
O=C1C(Cl)=CC(=NS(=O)(=O)c2ccc(Cl)cc2)c2ccccc21 | 8%
COc1ccc(NS(=O)(=O)c2cc(C(=O)Nc3ccc(C(=O)O)cc3)ccc2C)cc1 | 5%
COc1cc(C2Nc3ccccc3NC3=C2C(=O)CC(c2ccccc2)C3)cc(OC)c1O (stereo unspecified) | 9%
Cc1ccc(N(CC(=O)Nc2ccc(F)cc2)S(C)(=O)=O)c(C)c1 | 14%
O=C1c2c(Cl)c(Cl)c(Cl)c(Cl)c2C(=O)N1c1ccc(Cl)c([N+](=O)[O-])c1 | 0%
CCCCOC(=O)CCN1C(=O)/C(=C\c2cccs2)SC1=S | 12%

2 entries from above, as tab-separated lines:
canonical_smiles	RNase H inhibition
O=C1c2c(Cl)c(Cl)c(Cl)c(Cl)c2C(=O)N1c1ccc(Cl)c([N+](=O)[O-])c1	0%
CCCCOC(=O)CCN1C(=O)/C(=C\c2cccs2)SC1=S	12%

The listing continues.
SMILES | RNase H inhibition
COc1cc(Br)c(/C=C2/C(=O)N(c3ccc(C(=O)O)cc3)N=C2C)cc1OC | 3%
Cc1onc(-c2c(F)cccc2Cl)c1C(=O)NCc1cccnc1 | 4%
CC/C(O)=C1/C(=O)CC(C)(C)CC1=Nc1ccncc1 | 8%
COC(=O)C1=C(C)N(c2cccc(OC)c2)C(=O)/C1=C\c1ccc(O)cc1 | 15%
Cc1ccc([N+](=O)[O-])cc1NC(=O)c1ccc(Cl)cc1 | 7%
Cc1c(C)c2ccc(OCC(=O)C(C)(C)C)c(C)c2oc1=O | 0%
O=C(O)CCCN1C(=O)C(=O)/C(=C(/O)c2ccccc2)C1c1ccc(Br)cc1 (stereo unspecified) | 1%
CC(=O)N/C(=C\c1ccc(F)cc1)C(=O)N(C)C | 10%
CC(=O)N(C1=C(N2CCOCC2)C(=O)c2ccccc2C1=O)C(C)C | 18%
Cc1ccc(-c2csc(NC(=O)c3ccccc3F)c2C(=O)O)cc1 | 0%
COc1cc(/C=C2\N=C(c3ccc(Cl)cc3)OC2=O)cc(I)c1OC | 14%
O=CNC(Cc1ccc(O)c([N+](=O)[O-])c1)C(=O)O (stereo unspecified) | 10%
COc1ccccc1C(=O)N/N=C/c1ccc(N2Cc3ccccc3C2)cc1 | 41%
CCOc1ccc(-c2cc(C(=O)Nc3ccncc3)c3ccccc3n2)cc1 | 19%
O=C(NCCN1CCN(C(=O)Nc2cccc(Cl)c2)CC1)Nc1cccc(Cl)c1 | 0%
CCN(CC)c1ccc(NC(=O)c2ccccc2C(F)(F)F)cc1 | 27%
COc1cccc2cc(-c3nc(-c4ccc(Cl)c(Cl)c4)cs3)c(=O)oc12 | 12%
COc1ccc(C(=O)N/C(=C\c2ccc(-c3cccc([N+](=O)[O-])c3)o2)C(=O)NCCCN2CCOCC2)cc1 | 0%
C=CCn1c2ccccc2c2nnc(SCC(=O)Nc3ccc(Cl)cc3)nc21 | 6%
O=C(Nc1nc(-c2ccc([N+](=O)[O-])cc2)cs1)c1ccccc1F | 9%
COC(=O)C1=C(C)N=c2s/c(=C/c3cccc([N+](=O)[O-])c3)c(=O)n2C1c1ccccc1 (stereo unspecified) | 16%
O=C(NC(=S)Nc1ccc(Cl)c(Cl)c1)c1cccs1 | 22%
O=C1N=c2ccc(Cl)cc2=C1c1sc(=O)[nH]c1O | 43%
O=C(c1ccc2c(c1)OCO2)N1CCC(Cc2ccccc2)CC1 | 9%
CCN(CC)C(=O)c1sc(NC(=O)c2ccc([N+](=O)[O-])cc2)c(C(=O)OC(C)C)c1C | 2%
Cc1cccc(OCC(=O)Nc2cc(-c3nc4cc(Cl)ccc4o3)ccc2C)c1 | 37%
COc1cc(OC)cc(C(=O)Nc2cc3oc4ccccc4c3cc2OC)c1 | 7%
CC(=O)c1ccc(NC(=S)NC(=O)c2ccc(Br)cc2)cc1 | 0%
O=C1NC(c2ccc(Cl)cc2Cl)Nc2c1sc(=S)n2-c1ccccc1 (stereo unspecified) | 10%
CC(=O)N(C1=C(N2CCCCC2)C(=O)c2ccccc2C1=O)c1ccc(C)cc1 | 9%
CCCCCCCCCP(=O)(O)c1ccccc1 | 0%
COC(=O)Cn1cc(/C=C2\C(=O)NC(=O)N(c3cccc(Cl)c3Cl)C2=O)c2ccccc21 | 33%
Cc1ccccc1-c1nc2cc(Cl)ccc2c(=O)o1 | 4%
Cc1cccc(NC(=O)/C(C#N)=C\c2cc(C)n(-c3cc(C)cc(C)c3)c2C)c1 | 8%
O=C(NCCc1ccccc1)c1ccccc1CN1C(=O)c2ccccc2C1=O | 4%
CN1CCN(Cc2c(O)ccc3c4c(c(=O)oc23)CCC4)CC1 | 0%
Cc1cccc(NC(=O)CCC(=O)N/N=C/c2cc(Cl)ccc2O)c1 | 1%
Cc1cc(/C=C2/SC(=S)NC2=O)c(C)n1-c1ccccc1 | 19%
COc1cc(NS(=O)(=O)c2ccc(NC(=O)c3c(F)cccc3F)cc2)ncn1 | 9%
COc1cc(NC(=O)c2ccccc2Cl)c(Cl)cc1NC(=O)c1ccc(Cl)cc1 | 16%
COc1cc(C(=O)NC23CC4CC(CC(C4)C2)C3)cc(OC)c1OC | 6%
CCOC(=O)NC(C(F)(F)F)(C(F)(F)F)P(=O)(OC(C)C)OC(C)C | 7%
COc1ccc(/C=N/NC(=O)Cc2nnc(N)s2)cc1OC | 6%
O=C(O)/C=C/C(=O)NNC(=O)c1ccc(O)cc1 | 6%
O=C(c1nn2c(C(F)(F)F)cc(-c3cccs3)nc2c1Cl)N1CCCCCC1 | 17%
S=c1[nH]nc(-c2ccccc2)c2ccccc12 | 9%
O=C(CSc1nnc(-c2ccncc2)n1-c1ccccc1)c1ccc([N+](=O)[O-])cc1 | 18%
CCOc1cccc(=O)c2c(C)n(Cc3ccccc3)c(C)c12 | 30%
O=C(Nc1nc(-c2ccccc2)c(-c2ccccc2)s1)c1ccccc1O | 10%
CC(=O)Nc1ccc(C(=O)N2CC(C)CC(C)C2)cc1 (stereo unspecified) | 0%
CCOc1ccc(C2C3=C(CC(C)(C)CC3=O)Nc3ccccc3N2C(=O)Cc2ccccc2)cc1 (stereo unspecified) | 12%
COc1cc(C2C3=C(CC(C)(C)CC3=O)OC3=C2C(=O)CC(C)(C)C3)c(Br)cc1OCC(=O)O | 12%
CC(C)c1cccc(C(C)C)c1NC(=O)COc1ccccc1[N+](=O)[O-] | 6%
c1ccc2cc3c(Nc4ccc(N5CCCCC5)cc4)ccnc3cc2c1 | 11%
CC1=NN(c2nc(-c3cc4ccccc4[nH]3)cs2)C(=O)C1C (stereo unspecified) | 10%
COc1ccc(/C=C2/NC(=S)NC2=O)cc1OCc1ccccc1 | 6%
O=C(/C=C/c1cn(-c2ccccc2)nc1-c1ccccc1)N1CCOCC1 | 2%

Screens: PubChem, MTDP
